DNMT1 block = inhibitors of human DNMT1; P26358; DNMT1 molecular beacon, Hinp1I cleavage, fluorescence; inhibition (reported as % activation of signal), % at 10 µM; 360,000 compounds, 0.83% hits; AID 588458; in the data active = inhibition above about 50%
Target sequence (P26358 504-1616 limits assumed): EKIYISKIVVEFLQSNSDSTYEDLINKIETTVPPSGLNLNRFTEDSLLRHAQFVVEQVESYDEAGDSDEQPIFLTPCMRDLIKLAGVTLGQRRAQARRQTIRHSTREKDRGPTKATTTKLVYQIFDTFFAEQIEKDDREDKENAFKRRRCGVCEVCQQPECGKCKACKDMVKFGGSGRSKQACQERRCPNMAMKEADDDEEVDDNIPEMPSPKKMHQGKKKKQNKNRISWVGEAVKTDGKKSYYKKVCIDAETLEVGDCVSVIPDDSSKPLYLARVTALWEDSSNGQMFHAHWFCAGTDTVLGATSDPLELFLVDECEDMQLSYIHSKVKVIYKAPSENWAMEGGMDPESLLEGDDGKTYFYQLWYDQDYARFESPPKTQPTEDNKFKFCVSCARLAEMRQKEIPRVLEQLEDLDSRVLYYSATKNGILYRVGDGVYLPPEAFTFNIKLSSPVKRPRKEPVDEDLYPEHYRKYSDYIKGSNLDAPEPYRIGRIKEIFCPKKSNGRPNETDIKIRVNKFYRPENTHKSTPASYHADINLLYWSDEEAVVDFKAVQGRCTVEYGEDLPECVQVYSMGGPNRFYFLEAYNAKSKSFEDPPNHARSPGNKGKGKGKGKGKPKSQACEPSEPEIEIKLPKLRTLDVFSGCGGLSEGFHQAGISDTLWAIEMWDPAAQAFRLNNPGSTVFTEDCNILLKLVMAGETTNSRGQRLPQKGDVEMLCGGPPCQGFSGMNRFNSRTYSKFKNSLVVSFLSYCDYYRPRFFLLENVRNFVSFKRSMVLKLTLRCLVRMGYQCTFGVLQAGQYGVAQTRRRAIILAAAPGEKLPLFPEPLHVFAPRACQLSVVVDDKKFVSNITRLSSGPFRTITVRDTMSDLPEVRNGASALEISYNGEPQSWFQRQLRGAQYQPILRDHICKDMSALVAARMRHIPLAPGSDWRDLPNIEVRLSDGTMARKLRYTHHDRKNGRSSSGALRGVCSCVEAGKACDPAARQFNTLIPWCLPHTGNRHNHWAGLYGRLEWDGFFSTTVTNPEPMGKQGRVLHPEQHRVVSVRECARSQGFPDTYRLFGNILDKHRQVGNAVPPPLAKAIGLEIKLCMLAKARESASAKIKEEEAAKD
Tb MetRS inh = Trypanosoma brucei MetRS inhibition; 360,000 compounds, 0.4% hits; purified T. brucei MetRS, ATP depletion, Kinase-Glo luminescence; inhibition, % at 11.9 µM;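 active = inhibition above a per-plate cutoff of the control wells' mean inhibition plus 3 SD, cut at about 5.5% in these data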;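 also: 0% = DMSO wells median and 100% = median of wells with control inhibitor compound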
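Measured by: Kinase-Glo luciferase luminescence reporting remaining unconsumed ATP. Material: purified T. brucei MetRS enzyme. Doses: 11.9 µM compound single dose, 0.9% DMSO. Medium: HEPES buffer containing pyrophosphatase, BSA, spermine, DTT. Times: 15 min preincubation, 2 h reaction, all 25 °C. Reagent: methionine, ATP and bulk E. coli tRNA.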
SUMO1-SIM PPI = alters human SUMO1 binding to SIM partners. 360,000 compounds, 0.33% hits. SUMO1 binding to a labelled peptide, TR-FRET, 1 h. inhibition, % at 20 µM. AID 602429. P63165; in the data active = inhibition above about 37%
STEP block = STEP (human) phosphatase inhibition; recombinant STEP, OMFP fluorogenic substrate, fluorescence; AID 588621; P54829; 360,000 compounds, 0.25% hits; inhibition, % at 20 µM;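 active = inhibition at 20 µM, scaled per plate between control wells, above about 37%, limit read from the data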;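 also: 0% = DMSO with enzyme and substrate and 100% = substrate only without enzyme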
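Assay system: isolated STEP enzyme. Buffer or medium: pH 6.0 Bis-Tris with DTT and Tween 20. Also added: fluorogenic phosphatase substrate OMFP at 25 µM final. Dosing: 20 µM, 1% DMSO. Timing: 20 min reaction, room temperature, in the dark. Measured by: fluorescence intensity, excitation 480 nm, emission 540 nm. Evaluation: normalized % inhibition.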
Scp1 inh = Scp-1 (human) phosphatase inhibition | Q9GZU7 | Recombinant Scp1, phosphopeptide, malachite green phosphate absorbance | inhibition, % at 20 µM | 340,000 compounds, 0.88% hits | AID 493091;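 active = inhibition above about 50% at 20 µM, limit read from the data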;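 also: plate controls were DMSO wells with enzyme for no effect and wells lacking enzyme for full effect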
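Material – SCP-1 phosphatase catalytic domain, residues 76-261 · Buffer or medium – Acidic Tris acetate buffer with magnesium and detergent · Also added – Phospho 17-mer peptide substrate · Compound – single 20 µM dose, 1% DMSO · Times – 45 min room-temperature reaction, 5 min colour, 30 min stabiliser · Technique – Phosphate-binding colour reagent, absorbance read at 630 nm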
SKN-1 inh = blocks SKN-1 activity in C. elegans; C. elegans VP596 Pgst-4::GFP/RFP ratio, acrylamide-induced, 24 h; inhibition, % at 21.8 µM; 360,000 compounds, 0.49% hits;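 active = interference check ratio from 0.5 to 1.5 plus GFP to RFP signal ratio inhibition reaching or exceeding a fixed threshold, cut at about 30% in these data, passing the limit was not always enough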; also: some compounds called inactive have numbers as strong as hits
NadD block = NadD (S. aureus) enzyme inhibition; purified NadD enzyme, colorimetric absorbance read-out; inhibition, % at 20 µM; 360,000 compounds, 0.78% hits; AID 602399; in the data active = inhibition above about 26%; also: some compounds past the cut are filed as inactive
CendR NRP1 mod = NRP-1/CendR interaction modulation; O14786; FAM-RPARPAR peptide binding to NRP-1, fluorescence polarization; inhibition, % at 25 µM; 360,000 compounds, 0.85% hits;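 active = inhibition or corrected inhibition above about 18%, plus a signal ratio from 0.5 to 1.5, limit read from the data, passing the limit was not always enough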; also: strong numbers were not always called active
LMPTP block = LMPTP (human) inhibition; recombinant LMPTP-A, OMFP fluorogenic substrate, fluorescence intensity; inhibition, % at 20 µM; 360,000 compounds, 0.22% hits;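 active = compounds that cut the enzyme signal by at least half of the control window in the single-dose screen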;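 also: plate controls were DMSO wells with enzyme plus substrate for no effect and substrate without enzyme for full effect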
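Material: LMPTP-A; amount: 0.625 nM enzyme; doses: single 20 µM dose; times: reaction 50 min, room temperature, dark; technique: fluorescence intensity of OMFP turnover product; benchmarks: no-enzyme and uninhibited controls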
Neddyl block = cullin neddylation inhibition | calls only at 25 µM | TR-FRET cullin neddylation, biochemical | 360,000 compounds, 0.58% hits | P61081+Q13564 | AID 651699; in the data active = inhibition above about 36%
Active calls of the source: *; i = inactive; x = no result given; + = active, no number.

SMILES	DNMT1 block	Tb MetRS inh	SUMO1-SIM PPI	STEP block	Scp1 inh	SKN-1 inh	NadD block	CendR NRP1 mod	LMPTP block	Neddyl block
CCCNC(=O)COC(=O)c1ccccc1OCc1ccc(Cl)cc1	-4	0.7	0	-3	-7	19	1	7	1.2	i
Cc1cc(-c2cc(C)c(N)cc2C)c(C)cc1N	-2	-0.3	-3	0	-4	5	1	-2	0.4	i
Cc1ccc(C(=O)NNC(=O)C2CCN(C(=O)OC(C)(C)C)CC2)cc1	1	0.5	3	-2	10	-5	1	-1	-0.5	i
Cc1cccc2cc3c(N)c(C(=O)Nc4ccc(N5CCOCC5)cc4)sc3nc12	-20	-0.6	-9	1	13	12	-10	-32	3.8	i
Cc1onc(-c2ccccc2)c1NC(=O)OC(C)c1cccnc1 (stereo not drawn)	6	0.5	1	-2	x	24	-4	6	-2.0	i
COc1cc(/C=C/C(=O)OCC(=O)N(C)C2CCS(=O)(=O)C2)ccc1OC(F)F (stereo not drawn)	2	0.0	-8	0	1	0	1	0	-1.0	i
O=C(NC1CCCC1)c1cc2nc(-c3ccco3)cc(C(F)(F)F)n2n1	1	-0.3	-12	2	1	12	1	0	-0.8	+
Cc1cc(C)c2c(C)c(C(=O)NCc3ccc(S(N)(=O)=O)cc3)oc2c1	11	-0.8	1	5	7	6	1	-3	3.0	i
O=C(Cc1ccccc1)NC1c2ccccc2-c2ccccc21	22	-0.8	0	1	-3	5	8	-10	-0.5	i
Cc1cc(NC(=O)COC(=O)c2ccc(Cl)cc2)no1	-3	0.0	6	3	x	13	2	-9	1.6	i
COC(=O)/C(=N/Nc1ccccc1)N1CCCc2ccccc21	8	-0.6	-3	-2	3	5	-2	-3	-0.4	i
CN1C(=S)N(c2ccccc2)C(=O)/C1=C/c1ccco1	-6	-0.7	-7	1	-5	10	-5	-22	-0.2	i

The final seven compounds of the part above are carried over, then new ones follow.
SMILES	DNMT1 block	Tb MetRS inh	SUMO1-SIM PPI	STEP block	Scp1 inh	SKN-1 inh	NadD block	CendR NRP1 mod	LMPTP block	Neddyl block
COc1cc(/C=C/C(=O)OCC(=O)N(C)C2CCS(=O)(=O)C2)ccc1OC(F)F (stereo not drawn)	2	0.0	-8	0	1	0	1	0	-1.0	i
O=C(NC1CCCC1)c1cc2nc(-c3ccco3)cc(C(F)(F)F)n2n1	1	-0.3	-12	2	1	12	1	0	-0.8	+
Cc1cc(C)c2c(C)c(C(=O)NCc3ccc(S(N)(=O)=O)cc3)oc2c1	11	-0.8	1	5	7	6	1	-3	3.0	i
O=C(Cc1ccccc1)NC1c2ccccc2-c2ccccc21	22	-0.8	0	1	-3	5	8	-10	-0.5	i
Cc1cc(NC(=O)COC(=O)c2ccc(Cl)cc2)no1	-3	0.0	6	3	x	13	2	-9	1.6	i
COC(=O)/C(=N/Nc1ccccc1)N1CCCc2ccccc21	8	-0.6	-3	-2	3	5	-2	-3	-0.4	i
CN1C(=S)N(c2ccccc2)C(=O)/C1=C/c1ccco1	-6	-0.7	-7	1	-5	10	-5	-22	-0.2	i
Cc1nc2cc(-c3ccccc3)ccc2o1	2	1.0	1	5	-7	4	4	8	-1.1	i
N#CC(c1ccccc1)C(CC(=O)c1ccccc1)c1ccccc1 (stereo not drawn)	-4	-0.1	1	2	x	8	-7	-1	2.1	i
COc1ccc2cc(C(=O)N/N=C/c3sc4ccccc4c3O)ccc2c1	-8	-0.7	-25	18	85*	6	16	132	51*	i
CCOc1ccc(-c2nnn(CC(=O)N3CCCC(C)C3)n2)cc1 (stereo not drawn)	-3	0.4	-1	2	-8	3	-5	3	-2.0	i
Cc1nc(N2CCc3ccccc3C2)[nH]c(=O)c1Cc1ccccc1	2	0.7	1	0	-4	6	-1	-5	-0.5	i
CCCc1nnc(NC(=O)Cn2cnc3ccccc3c2=O)s1	5	-1.0	-1	-3	-1	-2	9	-8	-1.3	i
Cc1ccc(NC(=O)C2=C(O)c3sccc3N(C)S2(=O)=O)cc1	-1	0.3	0	3	-17	16	-2	-2	-0.9	i
COc1ccc2c(C=O)c[nH]c2c1	0	0.1	-3	3	-10	7	-3	11	-1.2	i
Nc1ncc2c(n1)CC(c1ccco1)CC2=O (stereo not drawn)	2	-1.5	7	-1	0	8	-5	2	60*	i
COc1ccc(CNC(=O)CNC(=O)[C@@H]2Cc3ccccc3CN2)cc1	3	-0.4	4	-1	-3	1	-2	8	-1.0	i
C=CCn1cnc2c(NCc3ccccc3)ncnc21	2	-1.3	-2	3	0	19	2	-12	-1.2	i
Cc1ccc(C(=O)N2CCN(c3ncccn3)CC2)o1	-3	1.2	-1	0	-3	2	-2	11	-1.3	i
COc1ccc(/C(C)=N/NC(=O)c2nnn(-c3nonc3N)c2-c2ccccc2)cc1	24	-0.1	2	29	14	8	8	5	52*	x
Cc1ccc(C(c2nnnn2C(C)(C)C)N2CCN(C3CCCC3)CC2)cc1 (stereo not drawn)	4	-0.8	0	-3	-5	19	-7	2	0.0	i
O=C(Nc1cccnc1)c1cccc([N+](=O)[O-])c1	3	0.3	-28	-1	-8	3	-4	-5	-0.4	i
COc1cccc(-c2nc(-c3cccs3)no2)c1	0	-0.5	6	-3	-3	46*	-10	1	2.2	i
CCOc1ccc(N2Cc3ccccc3C2)cc1	5	-0.8	-7	-2	-17	14	14	-20	1.4	i
O=C(c1ccc(-c2nc3ccccc3s2)o1)N1CCN(c2ccccc2O)CC1	-5	-0.3	-14	7	2	12	20	4	9.3	i
Cc1c(C)c2c(C)nn(-c3ccccc3)c2[nH]c1=O	-1	0.4	2	-2	-7	4	4	2	-0.9	i
C[C@@H]1CN([C@@H](C)CO)C(=O)CCCn2cc(nn2)CO[C@H]1CN(C)S(=O)(=O)c1cn(C)cn1	4	-0.5	3	2	x	-8	-4	4	-1.0	i
COc1ccccc1OCCNC(=O)CNC(=O)c1ccc2c(c1)OCO2	-1	-0.2	-9	0	-7	-4	-2	-1	0.8	i
COC(=O)Cc1cc(=O)[nH]c(/N=C(\N)Nc2ccc(C)cc2C)n1	5	-0.6	-5	-2	-3	2	3	-5	-0.2	i
O=C(CCNC(=O)C1CCN(S(=O)(=O)c2ccc(F)cc2)CC1)Nc1nccs1	0	-0.2	7	-5	11	-2	-2	9	0.1	i
O=C1/C(=C/c2ccccc2)SC(=S)N1CC(=O)N1CCCCC1c1cccnc1 (stereo not drawn)	-2	-0.5	-26	2	6	5	45*	-3	4.0	i
COCCNC(=O)CSc1nc2nn(-c3ccccc3)c(=O)c-2c2n1CCCCC2	0	-0.8	-14	0	-1	1	4	-4	0.5	i
Cc1ccc(S(=O)(=O)C2(C(=O)Nc3ccc(F)cc3)CC2)cc1	3	-1.0	-2	-3	-16	-24	-2	-6	-1.9	i
CC(CCc1ccccc1)NC(=S)NC1CCCCC1 (stereo not drawn)	-3	-0.5	0	5	-2	7	0	3	-0.2	i
CCN1CCN(c2ccc(N3CCN(S(=O)(=O)c4cc([N+](=O)[O-])ccc4C)CC3)nn2)CC1	0	-0.3	-32	0	-4	11	-7	-5	1.3	i
CC1(C(=O)Nc2ccc(Cl)cc2)Cc2c(-c3cccc(C(F)(F)F)c3)ccnc2O1 (stereo not drawn)	-17	-0.4	2	-2	x	6	4	8	2.9	i
COc1ccc(/C=C(\C#N)C(=O)N2COCC2(C)C)cc1	2	-0.4	-5	2	-14	17	-9	7	-1.9	i
O=C(c1ccc(-c2ccccc2)cc1)C1CCCN(Cc2ccncc2)C1 (stereo not drawn)	-9	-1.5	1	-1	-4	9	1	8	1.2	i
Cn1cc(C=C2C(=O)CC(C)(C)CC2=O)c2ccccc21	3	-0.4	0	0	-13	11	1	-9	2.2	i
CC(C)(C)c1ccc(C(=O)NCCOc2ccccc2)cc1	1	-0.9	3	2	-3	-19	-5	-7	3.2	i
COc1ccc(/C=c2/sc3n(c2=O)NC2(c4ccccc4)N(C)C(=O)N(C)C2(c2ccccc2)N=3)cc1 (stereo not drawn)	-8	-0.9	-9	3	-10	7	15	5	2.6	i
Cc1ccc2c(c1)N(C(=O)CCC(=O)NCc1cccnc1)CCO2	1	0.1	-3	-2	-11	-13	-2	-3	0.3	i
COc1ccc(CNC(=O)CCC(=O)N2CCN(C(C)=O)CC2)cc1	-3	-0.1	0	0	1	10	4	-29	-1.5	i
O=C(NC1C/C(=N/O)c2cc3c(cc21)OCO3)C(F)(F)F (stereo not drawn)	0	-0.1	-3	0	-5	-4	-8	0	-1.0	i
COc1ccc(OC)c(NC(=O)CCN2CCN(c3ccccc3F)CC2)c1	0	-0.8	-4	-2	0	-4	-8	9	-0.1	i
COc1ccc(CCNC(=O)CCSc2nc(-c3ccco3)cc(C(F)(F)F)n2)cc1	0	-1.4	-4	-5	-10	-13	-21	-4	-0.7	i
CCOc1cc(NC(=O)c2ccco2)c(OCC)cc1NC(=O)c1ccco1	20	-0.4	3	1	-10	4	1	0	1.0	x
O=C1COc2ccc(S(=O)(=O)N3CCC(C(=O)NCc4ccccc4)CC3)cc2N1	0	0.5	3	4	-2	16	1	9	-0.6	i
C=CCSc1nc2ccccc2n1C(=O)/C=C/c1cc(OC)c(OC)c(OC)c1	4	0.3	8	0	-6	11	-8	7	3.6	i
CC(C)c1onc(C(=O)NCc2ccccc2)c1[N+](=O)[O-]	0	0.6	-2	-6	-8	12	-2	-8	-2.0	i
Cn1cc(CN2CCC(N3CCNC(=O)CC3)CC2)c(-c2ccccc2F)n1	0	0.6	-2	0	-2	2	-1	-4	-3.9	i
CC(C)(C)NC(=O)/C(=C\c1ccco1)NC(=O)c1ccco1	-2	0.6	-10	-1	-9	34	-2	0	-0.2	i
N#CC1(NC(=O)CSc2nc3ccc([N+](=O)[O-])cc3s2)CCCCC1	-6	-0.3	-31	-3	-10	-22	-8	-4	1.0	i
CCn1c(C)c(Br)c(=O)c(C(=O)OC)c1-c1ccc(Cl)cc1	3	-1.4	-4	1	-1	-12	-1	4	-1.9	i
O=C(O)CC1c2ccccc2S(=O)(=O)N1Cc1ccccc1 (stereo not drawn)	12	0.1	-6	-2	2	-5	1	4	-0.5	i
CC1CCN(S(=O)(=O)c2cccc(C(=O)N(Cc3ccccc3)c3ccccn3)c2)CC1	-3	-0.7	0	-3	0	9	-9	17	-0.6	i
CSCCC(NC(=O)COc1ccccc1)C(=O)N1CCC(C(N)=O)CC1 (stereo not drawn)	-35	-0.3	-138	0	-7	-9	1	16	-8.1	i

Screens from PubChem.
